High-throughput results (PubChem)
TEAD-YAP inh – TEAD-YAP interaction inhibition; HEK-TIYL cells, TEAD-Gal4/YAP UAS-luciferase luminescence; AID 1259422; 1.4% of 640,000 active; inhibition, % at 9.12 µM; in the data active means inhibition above about 32%;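 further: 0% = median of test compound wells and 100% = reference inhibitor wells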
FBW7 activator – human FBW7 E3 ligase activation, primary screen; normalized activity (activation), % at 26.1 µM; 0.13% of 650,000 active; AlphaScreen FBW7–phospho-cyclin E peptide binding, activator screen; in the data active means normalized activity above about 1.9%;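 further: purified mutant Fbw7 with reduced substrate affinity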
GPR151 activ – human GPR151 activation | 1% of 650,000 active | AID 1508602 | Q8TDV0 | PathHunter beta-arrestin GPR151 cells, luminescence | activation, % at 11.2 µM; in the data active means activation above about 4.9%;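 further: 0% = median of compound wells and 100% = cells with positive control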
Target sequence (Q8TDV0 whole entry, looked up): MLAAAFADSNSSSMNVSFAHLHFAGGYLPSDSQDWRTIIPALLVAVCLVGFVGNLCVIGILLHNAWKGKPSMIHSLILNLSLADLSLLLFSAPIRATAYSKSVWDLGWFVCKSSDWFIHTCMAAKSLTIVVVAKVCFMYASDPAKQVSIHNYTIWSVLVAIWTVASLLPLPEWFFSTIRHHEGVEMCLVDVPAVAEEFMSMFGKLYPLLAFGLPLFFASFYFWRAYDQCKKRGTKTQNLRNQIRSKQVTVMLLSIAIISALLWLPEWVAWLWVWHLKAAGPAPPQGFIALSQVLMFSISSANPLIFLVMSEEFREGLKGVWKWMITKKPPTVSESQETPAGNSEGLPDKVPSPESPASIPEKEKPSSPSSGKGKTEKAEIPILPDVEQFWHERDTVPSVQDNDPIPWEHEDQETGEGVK
MITF primary – human MITF inhibition, primary screen; AlphaScreen MITF homodimerization, bead proximity signal; inhibition, % at 2.6 µM; 0.91% of 650,000 active; in the data active means inhibition above about 50%;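 further: 0% = vehicle wells with protein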
Target sequence (O75030 whole entry, looked up): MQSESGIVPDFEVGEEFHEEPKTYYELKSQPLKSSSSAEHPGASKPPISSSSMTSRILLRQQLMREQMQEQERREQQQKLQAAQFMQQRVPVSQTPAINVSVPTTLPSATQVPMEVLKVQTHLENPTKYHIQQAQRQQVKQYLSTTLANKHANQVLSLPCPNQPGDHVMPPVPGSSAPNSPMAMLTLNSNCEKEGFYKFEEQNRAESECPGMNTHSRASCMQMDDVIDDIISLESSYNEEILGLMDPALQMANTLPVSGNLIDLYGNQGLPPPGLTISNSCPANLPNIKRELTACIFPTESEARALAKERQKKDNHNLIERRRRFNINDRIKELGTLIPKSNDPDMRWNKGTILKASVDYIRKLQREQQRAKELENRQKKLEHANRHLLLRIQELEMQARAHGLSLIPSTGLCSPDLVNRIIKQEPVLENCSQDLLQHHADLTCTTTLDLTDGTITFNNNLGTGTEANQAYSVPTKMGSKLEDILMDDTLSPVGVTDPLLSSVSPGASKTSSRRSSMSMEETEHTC
Numbers without * were called inactive; . = not tested or not shown; & = joins results of further samples.

The opening 5 entries, to show the layout:
SMILES	TEAD-YAP inh	FBW7 activator	GPR151 activ	MITF primary
Nc1cc(C(=O)N2CCCC2)ccc1N1CC2CC(C1)c1cccc(=O)n1C2 (stereo not given)	1	0.2	1.2	10
C[C@H]1CC[C@@H]2N(C1)C[C@H]1[C@@H]3C[C@H]4[C@@H](CC(=O)[C@H]5C[C@@H](O)CC[C@@]54C)[C@@H]3CC[C@H]1[C@]2(C)O	-3	0.2	-1.8	14
O=C1NC(=S)N(c2ccc(F)cc2)C(=O)/C1=C/c1ccccc1O	5	0.0	-0.4	14
CCC(CC)N1CCN(Cc2ccc(OC)c(OC)c2OC)CC1	10	0.2	-0.6	74*
COc1ccc(CN2CCN(C(C)C)CC2CCO)cc1C (stereo not given)	0	0.1	-1.7	4

The list itself, previewed entries included:
SMILES	TEAD-YAP inh	FBW7 activator	GPR151 activ	MITF primary
Nc1cc(C(=O)N2CCCC2)ccc1N1CC2CC(C1)c1cccc(=O)n1C2 (stereo not given)	1	0.2	1.2	10
C[C@H]1CC[C@@H]2N(C1)C[C@H]1[C@@H]3C[C@H]4[C@@H](CC(=O)[C@H]5C[C@@H](O)CC[C@@]54C)[C@@H]3CC[C@H]1[C@]2(C)O	-3	0.2	-1.8	14
O=C1NC(=S)N(c2ccc(F)cc2)C(=O)/C1=C/c1ccccc1O	5	0.0	-0.4	14
CCC(CC)N1CCN(Cc2ccc(OC)c(OC)c2OC)CC1	10	0.2	-0.6	74*
COc1ccc(CN2CCN(C(C)C)CC2CCO)cc1C (stereo not given)	0	0.1	-1.7	4
COC(=O)N1CCN(C(=O)Cc2ccc(Cl)c(Cl)c2)C(CN2CCCC2)C1 (stereo not given)	-11&5	-0.2&-0.1&0.1	1.1&2.1&4.1	-4&10&26
CC1CC2(CC(C)N(C)CC2C)Nc2ccccc21 (stereo not given)	2	0.1	0.7	32
Cc1ccc(C(=O)NC2CCCCC2)cc1S(=O)(=O)N1CCCCC1	-11	0.1	-0.3	14
O=c1c2ccccc2nc(CSc2ncnc3ccccc23)n1-c1ccccc1	4	-0.3	-0.4	6
N#CC1=C2N=C(N)c3c(sc4c3CCCCC4)N2C2=C(C(=O)CCC2)C1c1ccsc1 (stereo not given)	12	-0.5	-0.9	-5
C[N+](C)(C)CC#CCOC(=O)Nc1cccc(Cl)c1	2	0.6	0.5	5
O=C1NC(=O)C(=Cc2ccc(Sc3cccc4ccccc34)o2)C(=O)N1	3	0.0	-1.7	19
NCC(CC(=O)O)c1ccc(Cl)cc1 (stereo not given)	6&3	0.1&-0.1&0.4&0.3	-1.1&0.2&-3.4&-1.7	2&-13&4&26
Cc1ccc(OCC(=O)N2CCN(CCCc3ccccc3)CC2)cc1	4	-0.1	1.1	43
NNc1c([N+](=O)[O-])cc(C(F)(F)F)cc1[N+](=O)[O-]	11	0.3	0.0	5

By substructure, the entries above with fluorine
SMILES	TEAD-YAP inh	FBW7 activator	GPR151 activ	MITF primary
O=C1NC(=S)N(c2ccc(F)cc2)C(=O)/C1=C/c1ccccc1O	5	0.0	-0.4	14
NNc1c([N+](=O)[O-])cc(C(F)(F)F)cc1[N+](=O)[O-]	11	0.3	0.0	5

(list continues)
SMILES	TEAD-YAP inh	FBW7 activator	GPR151 activ	MITF primary
O=c1[nH]c(O)c(N=Nc2cccc(S(=O)(=O)N3CCOCC3)c2)c(=O)[nH]1	-6	0.2	1.7	1
CCOC(=O)c1c(C)n(CCCOC)c2ccc(O)cc12	4	0.0	1.7	9
Cc1ccc(CN2CCN(CC(C)(C)C)C(CCO)C2)cc1C (stereo not given)	11	0.1	0.6	10
CC(=O)N1CN2CN(C(C)=O)CC(C(=O)c3ccc(Br)cc3)(C2)C1	-4	-0.1	-0.5	-4
C1=CC2CCC(C1)N2CCN1C2C=CCC1CC2	12	0.0	1.3	12
CCCOc1ccc(C2SCC(=O)Nc3c2c(=O)[nH]n3C(C)C)cc1 (stereo not given)	9	-0.1	-1.0	3
CN1CCN(Cc2ccnc(Cl)c2)CC1	4	-0.1	-1.5	-5
CCOC(=O)C1=C(C)OC(N)=C(C#N)C12C(=O)N(Cc1ccccc1)c1ccccc12 (stereo not given)	5	-0.1	-0.8	7
c1ccc2c(CNC3CCCC3)c[nH]c2c1	-10	0.1	1.2	4
COc1ccc(OC)c(C2=NOC(C(=O)N3CCC4(CC3)OCCO4)C2)c1 (stereo not given)	-6	-0.2	0.6	-3
CCOc1cc(C(c2c(O)c3ccccc3oc2=O)c2c(O)c3ccccc3oc2=O)cc(Br)c1O	3	0.0	-0.9	10
Nc1nonc1C1=NOC(c2nonc2N)=NO1	-8	0.0	0.6	1
O=C1NC(=S)N(c2ccc(F)cc2)C(=O)/C1=C\c1ccoc1	3	-0.2	0.5	46
COc1ccc2[nH]c(C)c(CCNCc3cccc(F)c3)c2c1	6	-0.2	-1.4	36
Cn1ccnc1C1(O)CC2CCC(C1)N2CC(=O)NC(C)(C)C (stereo not given)	14	0.1	0.4	-1
O=C(O)c1[nH]c2ccc(Cl)cc2c1CC(=O)N1CCC2(CC1)OCCO2	9	0.3	0.0	11
Cc1[nH]c2ccc(OCc3ccccc3)cc2c1CCN	2	0.0	-0.5	8
CCOP(=O)(OCC)c1ccccc1O	0	-0.2	-0.4	-5
CN(C(=O)Oc1ccccc1[N+](=O)[O-])c1ccccc1	4	-0.1	-0.4	-9
CC(CCN(C)C)OC(=O)c1ccc(C(C)c2ccccc2)o1 (stereo not given)	4	0.2	-1.4	14
CCN(CC)CCNC(=O)C(O)(c1ccccc1)c1ccccc1	0	0.0	-0.1	-4
N#CC1=C(N)Oc2c(c(=O)oc3ccccc23)C1c1ccc(OCC(N)=O)cc1 (stereo not given)	1	-0.3	-0.1	-16
COc1ccc(C(=O)OC2C[C@H]3CC[C@H](C2)N3C)cc1OC (stereo not given in full)	17	0.1&0.1	-0.1&0.4	2&8
O=C(NCCc1ccc(F)cc1)C(Cl)(Cl)Cl	-4	0.0	0.2	2
C=CCN1C(=O)C2(C(C#N)=C(N)OC(C)=C2C(=O)OCC)c2ccccc21 (stereo not given)	10	0.4	-1.3	15
COc1ccc(/C=C2/C(O)C3CCN2CC3)cc1[N+](=O)[O-] (stereo not given)	-2	0.1	-1.1	22
CN1CCN(Cc2ccccc2OC(=O)N(C)C)CC1	-4	0.0	0.2	7
CCOC(=O)C1=C(N)Oc2cc(C)oc(=O)c2C12C(=O)N1c3c(cccc32)C(C)=CC1(C)C (stereo not given)	4	-0.2	-0.6	18
CCOC(=O)c1c(C)n(CCN2CCN(C)CC2)c2ccc(OC)cc12	10	0.0	0.7	10
CCOc1cc2c(cc1OCC)C(C(C)CC)NCC2 (stereo not given)	15	-0.1	-0.6	-9
Cc1cc(Br)ccc1OCC(=O)N1CCN(Cc2ccccc2)CC1	6	0.2	-0.7	10
Cc1cccc(CN2CCN3C(=O)[C@@H]4C[C@@H](O)CN4C(=O)[C@H]3C2)n1	0	-0.1	2.9	-7
CC(C)c1ccc(CC2(CCc3ccncc3)C(=O)NC(=O)NC2=O)cc1	-3	-0.1	0.9	-10
Cc1cc(C)[n+]2nc(C(C)(C)C)sc2n1	9	0.3	-0.7	1
COc1cccc(N2C(=O)NC(=O)/C(=C/c3ccc(C)o3)C2=O)c1	10	0.4	-1.1	18
COc1ccc(C2N3CCCN2CC3)cc1 (stereo not given)	-1	0.0	-0.8	3
CN1CCC(N(C)c2ncnc3scc(-c4ccc(Cl)cc4)c23)CC1	-4	0.5	-1.6	51*
O=C(Nc1ccc(Cl)cc1C(=O)c1ccccc1Cl)c1ccc([N+](=O)[O-])cc1	1	0.1	0.5	2
O=C(NCC(c1cccnc1)N1CCN(c2ccccc2)CC1)Oc1ccccc1 (stereo not given)	3	-0.3	0.7	2
COc1cc(CC(C)N)c(OC)cc1I (stereo not given)	-8	0.1	0.2	-9
Cc1ccccc1CN1CCN(C(C)C)C(CCO)C1 (stereo not given)	23	-0.1	-0.6	-26
CCN(CC)c1ccc([N+](=O)[O-])c2nonc12	-4	-0.1	0.0	6
CN1CCN(Cc2ccc3c(c2)OCCO3)CC1	-8	0.0	0.2	-6
COc1ccccc1N1CCN(Cc2ccccc2F)CC1	5	0.1	-1.4	14
CC1=Nc2ccccc2Sc2ccccc21	-12	0.1	-2.6	-15
CCC(CC)CN1CCN(Cc2cccc(OC)c2)C(CCO)C1 (stereo not given)	-7	0.0	-1.0	-3
N#CC(C#N)=Cc1cc(C=C(C#N)C#N)c(O)o1	14	-0.6	0.6	84*
Clc1ccc(CNCCc2ccc3c(c2)OCO3)cc1	8	-0.1	-0.1	20
COc1ccc(NC(=O)c2cc3cccnc3n(Cc3ccc(F)cc3)c2=O)cc1OC	-5	0.3	-0.8	-26
CCCc1noc(CN2CCN3CCCC3C2)n1 (stereo not given)	2	-0.1	0.3	5
COc1ccc(CC(C)NCCc2ccc(OC)c(OC)c2)cc1 (stereo not given)	0	0.8	-0.3	5
Cc1ccccc1Cc1c(C(=O)NCc2ccon2)c(=O)cc(C)n1Cc1ccncc1	9	-0.1	1.0	-3
CC(Cc1ccccc1)NC(=O)CN1CCCC1=O (stereo not given)	0	0.0	0.5	9
OC(CNCCc1c[nH]c2ccccc12)c1ccccc1 (stereo not given)	1	0.1	-1.2	26
CCCCC/C=C\C/C=C\C/C=C\C/C=C\CCCC(=O)NC[C@H](C)O	.	.	1.1	4
O=Cc1cn(Cc2ccc([N+](=O)[O-])cc2)c2ccccc12	7	-0.5	0.4	-19
COc1cc(C2NCc3ccc4c(c3-n3cccc32)OCO4)ccc1F (stereo not given)	-1	-0.2	-0.1	9
Brc1ccc(C2CC(c3cccnc3)Nc3nnnn32)cc1 (stereo not given)	6	0.0	0.6	7
O=C(Nc1ccc(Br)cc1C(=O)c1ccccc1Cl)c1ccc(F)c(F)c1	3	0.0	-0.6	-1
CCOC(=O)C1=C(CC)OC(N)=C(C#N)C12C(=O)Nc1ccc(Br)cc12 (stereo not given)	-1	0.1	0.5	15
Additional compounds follow.
SMILES	TEAD-YAP inh	FBW7 activator	GPR151 activ	MITF primary
COc1ccc(CCNCc2ccccc2[N+](=O)[O-])cc1OC	-1	0.6	-1.1	39
CC(C)C[C@H]1C(=O)N2CCN(Cc3ccncc3)C[C@@H]2C(=O)N1C	2	0.2	-0.6	18
O=C1NC(=S)NC(=O)C1=Cc1cc2c(cc1[N+](=O)[O-])OCO2	-1	-1.1	0.4	86*
CCCC1=C(C(=O)OCC)C2(C(=O)Nc3ccccc32)C(C#N)=C(N)O1 (stereo not given)	9	0.0	-1.0	-8
CC(=O)N1CN(C(C)=O)CN(C(C)=O)C1	3	0.0	1.1	-3
COc1cc(CN2CCN(C(=O)COc3ccccc3)CC2)cc(OC)c1OC	-4	-0.2	0.4	44
CCOC(=O)C1=C(c2ccccc2)OC(N)=C(C(=O)OCCOC)C12C(=O)Nc1ccc(Br)cc12 (stereo not given)	1	0.0	-1.4	-4
Cc1ccc2nc(-c3ccc(NC(=O)c4c(O)c5c(n(Cc6ccco6)c4=O)CCCC5)cc3)sc2c1	-11	0.0	0.6	20
O=c1[nH]c(=O)n(-c2ccc(Br)cc2)c(O)c1C=NC(CO)(CO)CO	12	-0.1	0.6	-3
O=C1/C(=C\c2ccccc2)C[C@@]2(O)C3Cc4ccc(O)c5c4[C@@]2(CCN3CC2CC2)[C@H]1O5	.	0.0	0.3	6
O=Cc1nc2ccccc2n1Cc1ccccc1Cl	7	-0.1	-0.8	0
CC(=O)NNC1=NC(c2ccccc2)=NP(N(C)C)(N(C)C)=N1	-4	-0.1	0.0	9
CC(=O)Nc1ccccc1C(=O)OCc1cccc(F)c1	-16	0.0	2.1	-3
O=C(c1cc(S(=O)(=O)N2CCC3(CC2)OCCO3)ccc1F)N1CCC2(CC1)OCCO2	4	0.7	0.1	3
CN1CCc2nc(N)c(C#N)c(-c3ccc(Br)cc3)c2C1	10	0.1	-0.8	14
Cc1cccc(OCCNc2ccc([N+](=O)[O-])c3cccnc23)c1	1	-0.3	0.5	-3
O=C(c1ccccc1)c1cc(Br)ccc1NC(=O)c1cc(Cl)ccc1[N+](=O)[O-]	-1	-0.1	0.9	12
CC1CN(C(C)(C)C)CC(O)(c2ccccc2)C1 (stereo not given)	14	-0.3	-0.4	-3
COc1ccc(-c2nn(CCC#N)cc2C(=O)Nc2cccc([N+](=O)[O-])c2)cc1OC	6	-0.1	2.2	10
O=C1C2CCCN2C(c2ccncc2)N1c1ccc(Cl)c(Cl)c1 (stereo not given)	9	-0.1	0.7	-3
CSc1ccc(C(=O)C2CCCN(Cc3cccc(C)n3)C2)cc1 (stereo not given)	5	0.2	-1.8	11
Cc1ccc2nc(Cl)c(C=C3C(=O)NC(=S)NC3=O)c(=O)n2c1	-1	-0.5	-0.8	9
CCNP(=O)(NCC)NC(=O)c1cc(C)n(C2CC2)c1C	-4	0.0	-0.1	19
CC(C)(C)c1cc(C(c2ccc(O)cc2)c2c(O)c3ccccc3oc2=O)cc(C(C)(C)C)c1O (stereo not given)	-3	0.0	0.8	0
Cc1sc2c(c1C)C(c1cccc(Cl)c1)=NCC(=O)N2CC(=O)N1CCOCC1	13	-0.2	-1.3	2
N=C1c2ccccc2CN1c1ccc(Br)cc1	-25	0.0	-1.8	6
O=C1NC(=O)C(c2ccccc2)(c2ccccc2)C(=O)N1	10	0.7	3.5	20
O=C(CN1CC(c2ccccc2)CC1=O)Nc1ccccc1 (stereo not given)	-5	0.1	1.7	-3

Entries from the list above with an aryl thioether with sulfur outside any ring:
SMILES	TEAD-YAP inh	FBW7 activator	GPR151 activ	MITF primary
O=c1c2ccccc2nc(CSc2ncnc3ccccc23)n1-c1ccccc1	4	-0.3	-0.4	6
O=C1NC(=O)C(=Cc2ccc(Sc3cccc4ccccc34)o2)C(=O)N1	3	0.0	-1.7	19
CSc1ccc(C(=O)C2CCCN(Cc3cccc(C)n3)C2)cc1 (stereo not given)	5	0.2	-1.8	11

An excerpt, so the mix of outcomes need not match the whole.
